HTR2A ag: mouse Htr2a agonists via beta-arrestin recruitment, primary screen, cell-based, luminescence; 5-hydroxytryptamine receptor 2A (Mus musculus), P35363; CHO-K1 mHTR2A beta-arrestin complementation; percent of 30 µM serotonin response; activation, % at 7.6 µM; 360,000 tested, 0.66% active; AID 624169, 2012;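 active means activation above a run cutoff, the mean activation of all tested compounds plus 3 SD, cut at about 14% in these data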;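 further: 0% = plate median of compound wells and 100% = 30 µM serotonin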
Target sequence (P35363 whole entry, looked up): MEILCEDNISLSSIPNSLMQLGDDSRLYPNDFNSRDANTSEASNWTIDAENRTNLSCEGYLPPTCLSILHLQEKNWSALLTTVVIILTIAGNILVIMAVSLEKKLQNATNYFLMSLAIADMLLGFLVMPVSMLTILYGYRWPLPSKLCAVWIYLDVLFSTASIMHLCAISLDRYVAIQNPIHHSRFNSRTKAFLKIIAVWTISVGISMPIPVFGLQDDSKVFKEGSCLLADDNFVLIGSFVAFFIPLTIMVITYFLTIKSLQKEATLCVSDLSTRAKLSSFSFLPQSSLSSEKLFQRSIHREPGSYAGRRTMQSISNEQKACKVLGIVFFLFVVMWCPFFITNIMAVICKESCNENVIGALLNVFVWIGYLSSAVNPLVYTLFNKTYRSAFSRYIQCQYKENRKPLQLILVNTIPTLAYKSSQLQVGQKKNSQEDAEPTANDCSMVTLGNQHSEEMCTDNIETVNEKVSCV
Exocytosis inh: LAMP-1 surface exposure blockers, TALL-104 cells – cell-based, flow cytometry, MLPCN library, primary screen | TALL-104 LAMP-1 surface exposure; cells stimulated with thapsigargin and PMA | 360,000 tested, 0.66% active | inhibition, % at 10 µM;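 active means inhibition above about 55%, limit read from the data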
aDG glyco up: activators of alpha-DG glycosylation, primary screen, uHTS, Pro5-aDG cells, AlphaScreen; alpha-DG glycosylation AlphaScreen (IIH6); 0% Pro5, 100% B10-LARGE cell signal; activation, % at 10 µM; 360,000 tested, 0.22% active; AID 624168, 2012;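 active means activation of at least 8% versus controls, or a plate z-score of at least 8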;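 further: Pro5 are CHO cells carrying HIG-tagged alpha-DG that lacks glycosylation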
Cardio protect: cardioprotection against H2O2-induced cell death, primary screen, uHTS, H9c2 cells, ATPLite luminescence; H9c2 cardiomyocytes, H2O2 injury protection, 2 h; protection from H2O2 cell death, % at 20 µM; 360,000 tested, 0.63% active;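 active means compounds giving at least 50% protection of heart cells from peroxide-induced death in the single-dose screen, raw or plate-pattern-corrected value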;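 further: 0% = DMSO wells with peroxide and 100% = DMSO wells without peroxide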
PDI turbidity: inhibitors of human PDI, primary screen, biochemical, turbidity, single point, plate reader; Protein disulfide-isomerase (Homo sapiens), P07237; inhibition, % at 10 µM; AID 588391, 2011; 350,000 tested, 0.052% active; PDI insulin aggregation turbidity, A650, 90 min;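 active means mean inhibition across replicates of 30% or more, whatever share of single replicates reach that level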;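 further: absorbance from insulin aggregation driven by PDI reduction with DTT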
Target sequence (P07237 whole entry, looked up): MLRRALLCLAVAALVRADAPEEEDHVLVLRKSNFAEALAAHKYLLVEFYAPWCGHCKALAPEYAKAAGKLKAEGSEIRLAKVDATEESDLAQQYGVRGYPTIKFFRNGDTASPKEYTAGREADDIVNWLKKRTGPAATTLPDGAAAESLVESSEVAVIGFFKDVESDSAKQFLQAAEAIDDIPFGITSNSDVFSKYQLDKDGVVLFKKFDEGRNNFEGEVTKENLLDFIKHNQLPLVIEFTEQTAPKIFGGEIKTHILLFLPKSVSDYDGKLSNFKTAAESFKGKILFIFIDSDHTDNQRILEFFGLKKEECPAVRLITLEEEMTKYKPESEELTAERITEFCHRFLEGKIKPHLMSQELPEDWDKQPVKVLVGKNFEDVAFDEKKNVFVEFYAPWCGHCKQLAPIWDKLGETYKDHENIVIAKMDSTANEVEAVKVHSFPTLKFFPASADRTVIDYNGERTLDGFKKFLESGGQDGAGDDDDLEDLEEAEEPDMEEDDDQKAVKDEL
ABCB6 inh MLPCN: ABCB6 transporter inhibitors, primary screen, K562-ABCB6 cells, flow cytometry, MLPCN library. ATP-binding cassette sub-family B member 6 (Homo sapiens), Q9NP58. K562-ABCB6 porphyrin accumulation, 1 h; stronger effect = lower value. fluorescence ratio to DMSO, % at 10 µM. 360,000 tested, 0.19% active;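 active means fluorescence ratio to DMSO below 75%, the collection mean minus 3 SD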;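 further: signal is porphyrin accumulated inside mitochondria; 100% equals median channel fluorescence of DMSO control wells; lower ratio means ABCB6 inhibition with less porphyrin fluorescence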
N-glyco inh: increase of ERlucT glycosylation luciferase signal, primary screen, N-linked glycosylation inhibitor project, D54 ERlucT cells, luminescence, set 2. D54 ERlucT glycosylation luciferase reporter, 24 h; percent of 100 nM tunicamycin response. reporter increase, % at 12.5 µM. 360,000 tested, 0.23% active. AID 588692, 2011;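 active means mean luciferase reporter signal, scaled so untreated is 0 and the glycosylation-blocking control 100, at or above a set limit in every replicate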;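 further: luciferase carries N-glycosylation sites so blocking glycosylation raises the light; 0% = median of neutral control wells and 100% = median of 100 nM tunicamycin wells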
Vif imaging: HIV Vif self-association inhibitors, primary screen, imaging, HEK293T, single point; HEK293T cells, Vif self-association by quenched fluorescence, 24 h; inhibition, % at 7.49 µM; 340,000 tested, 0.35% active; AID 602346, 2012; in the data active means inhibition above about 50%, passing the limit was not always enough; further: some results filed as inactive read as strong as hits
hiPSC survival: enhancers of single-cell hiPSC survival, primary screen, ATPlite luminescence; 100% = ROCK inhibitor wells, 0% = DMSO; survival enhancement, % at 20 µM; 360,000 tested, 0.044% active; in the data active means survival enhancement above about 18%;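 further: cells exposed to compounds for 16 hours before the ATP read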
CaV13 ICDI inh: Primary screen for inhibitors of IQ motif and Ca2+-dependent inactivation inhibitor domain binding in CACNA1D, Förster resonance energy transfer in living cells, …; inhibition, % at 12.3 µM; HEK cells, CFP/YFP FRET ICDI-IQ, plate reader, 10 min; percent FRET-ratio fall versus neutral wells; 340,000 tested, 0.098% active; AID 743397;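 active means mean replicate inhibition of at least 30% and at least 1% of replicates passing that level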;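 further: 0% = median of the neutral control wells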
Starred values were filed as active, the others as inactive; · = not tested or not shown.

SMILES	HTR2A ag	Exocytosis inh	aDG glyco up	Cardio protect	PDI turbidity	ABCB6 inh MLPCN	N-glyco inh	Vif imaging	hiPSC survival	CaV13 ICDI inh
O=C(CCn1cccn1)Nc1ccc2c(c1)OCCO2	1	-6	-0.1	4	4	101	-5	-7	0.3	-5
N#C/C(C(=O)c1ccccc1)=C1/CCCN1	2	-3	-0.1	-3	-2	79	0	-12	1.3	-5
Cc1ccc(NC(=S)N(Cc2cccs2)Cc2cc3cc(C)cc(C)c3[nH]c2=O)cc1	4	15	-0.4	10	7	96	0	1	-1.4	-1
O=C(N/N=C\C=C\c1ccc2c(c1)OCO2)c1ccc(F)cc1	2	2	0.1	5	-5	96	1	·	-0.3	-6
Cc1ccc(C2SCC(C(=O)O)N2C(=O)c2ccc(F)cc2)cc1 (stereo unspecified)	2	2	-0.3	-1	6	96	0	2	0.8	-2
N#CCc1ccc(NC(=O)/C=C/c2ccc([N+](=O)[O-])o2)cc1	2	-3	-0.3	-17	1	110	-17	-3	-1.0	·
O=C(CCN1CCN(c2ccccc2)CC1)Nc1ccc2c(c1)OCO2	13	-4	2.0	-1	3	98	-1	13	1.4	-6
COc1ccc(OCC(=O)N2c3ccccc3CCc3ccccc32)cc1	2	-2	0.1	9	3	97	0	0	-1.7	-5
Cc1ccc(S(=O)(=O)N2C[C@H]3N(C(=O)OC(C)C)N(C(=O)OC(C)C)C[C@H](OC(=O)NCC4CCCCC4)[C@@]3(O)C2)cc1	-3	2	-0.1	-5	19	98	8	-3	-2.5	·
Cc1nc(C)c(-c2csc(Nc3ccc(F)cc3)n2)s1	-4	14	1.6	-13	8	93	0	-8	0.5	-6
Cc1ccc2[nH]c(=O)c(CN(Cc3cccnc3)C(=O)c3ccncc3)cc2c1	3	-8	-0.1	0	8	94	13	-14	1.9	-7
COc1ccc2nc(NC(=O)CSc3nnc4n3C(C)(C)Cc3ccccc3-4)sc2c1	-6	2	0.1	-5	1	94	-3	-3	-2.1	-4
CCc1cc(C(=O)NNC(=O)c2csc(N3CCOCC3)n2)sc1C	-7	-1	-0.1	8	-3	94	1	-3	-0.5	-6
CC1CCN(C(=O)c2ccc(S(=O)(=O)Cc3cc(F)ccc3F)c([N+](=O)[O-])c2)CC1	-3	0	0.0	-11	3	94	-5	14	0.0	-3
CCC(=O)N(c1nnc(SCC(=O)Nc2sccc2C(N)=O)s1)C1CC1	13	0	-0.1	-1	-66	100	3	·	2.6	-14
CN(C)C(=O)c1ccc(NC(=O)CSc2nnc(-c3ccc4c(c3)OCO4)o2)cc1	7	-6	-0.2	0	-3	102	-1	8	-0.5	-7
O=C(COC(=O)c1cc(=O)[nH]c2ccccc12)NCc1cccc(Cl)c1	6	-8	0.2	4	2	99	1	-5	-3.0	-3
COC(=O)[C@H](Cc1ccccc1)NC(=O)Nc1ccc(OC)cc1	-6	2	0.1	4	-1	99	0	-8	-0.5	-4
Cc1ccc(N2C(=O)N3[C@H](c4ccc(Br)cc4)[C@@H]4C(=O)N(C(C)(C)C)C(=O)[C@@H]4[C@]3(C)C2=O)cc1	1	19	0.0	-2	-1	93	0	3	-0.8	0
CCN(CC)CCCN1C(=O)C(O)=C(C(=O)c2ccc(C)o2)C1c1ccc(C)o1 (stereo unspecified)	1	3	0.0	6	5	98	-2	-2	2.9	-19
Cc1ccc(C(=O)Nc2ccc3c(c2)CCC3)cc1	-4	-2	0.5	-34	-14	95	-16	2	-5.7	-5
CC1(c2nnnn2Cc2ccccc2)CCC(=O)N1Cc1ccco1 (stereo unspecified)	1	-6	-0.1	·	·	96	·	·	0.7	-6
CCC(=O)NC(c1ccco1)c1cc(Cl)c2ccccc2c1O (stereo unspecified)	-2	-2	-0.1	0	-2	106	6	-6	4.1	-5
CC1CN(c2ccccc2)CCN1C(=O)c1cc(COc2c(F)cccc2F)on1 (stereo unspecified)	0	2	0.1	-3	5	98	0	8	-0.2	-16
CCCCCOc1ccccc1C(=O)NCCCCCC(=O)O	-1	1	0.0	6	13	94	1	-6	1.7	3
COCCSc1nnc(NC(=O)CSCc2ccccc2)s1	-1	6	-0.1	0	9	104	5	-7	-2.3	·
CCOC(=O)C1C(c2cccc([N+](=O)[O-])c2)C2C(=O)NN=C2CC1(C)O (stereo unspecified)	-1	1	0.0	-4	-5	100	-1	-2	0.0	3
Cc1cc(C)c(Cn2cnc(-c3ccc([N+](=O)[O-])cc3)c2)c(C)c1	0	-5	-0.1	5	2	101	1	-4	-1.5	-8
COc1ccc(C(=S)Nc2ccc(C)cc2)cc1	-4	-8	0.3	-10	-1	99	-3	·	-0.1	-3
O=C(O)CCN1C(=O)/C(=C2\C(=O)N(Cc3ccc(F)cc3)c3ccccc32)SC1=S	2	3	0.0	0	4	88	3	7	-0.1	-7
Cc1ccc(C)c(N2CCN(C(=O)CNS(=O)(=O)c3cccs3)CC2)c1	-1	-3	0.2	2	-3	94	-3	3	2.6	-7
C/C(=N\OCC(=O)Nc1ccc(OC(F)(F)F)cc1)c1ccc2c(c1)OCCO2	-5	2	-0.2	-15	2	100	1	·	-1.6	-5
Cc1ccc(S(=O)(=O)N2CCCN(c3nccc(C(F)(F)F)n3)CC2)cc1	2	1	0.1	-6	-2	101	0	-1	0.5	-20
Cc1ccc(N=Nc2c(O)n(CN3CCOCC3)c3ccccc23)cc1	-1	-1	1.3	-4	2	107	0	1	-3.0	·
O=C(CN1C(=O)C2C3C=CC(C3)C2C1=O)Nc1nc(SCc2ccc(Cl)cc2)n[nH]1 (stereo unspecified)	-9	-4	0.0	-2	-5	100	-4	5	-3.1	-5
O=c1c(O)c(-c2cccs2)oc2ccc(Cl)cc12	-10	-2	-0.3	74*	-10	115	4	·	0.5	-2
Cc1cc(C(=O)CSc2nnnn2-c2ccccc2)c(C)n1CC1CCCO1 (stereo unspecified)	2	2	0.2	-18	-2	95	-9	12	2.4	-5
COc1ccccc1C(=O)Oc1ccccc1C(=O)Nc1ccccc1	0	-2	0.2	0	8	97	3	13	-0.5	-6
Cc1cccc(C(=O)NNC(=O)CCC(=O)Nc2cccc(Cl)c2C)c1	0	-1	0.0	3	-3	102	0	-4	-0.8	-20
CN(C(=O)CSc1ncnc2ccccc12)C1CCCCC1	4	-3	0.3	-1	-5	96	-2	-2	0.5	-4
COc1ccc(-c2nc3c4ccccc4[nH]c(=O)n3n2)cc1	2	9	-0.3	29	9	99	3	-8	0.1	-3
COc1ccc(C(CC(=O)Nc2ccc(F)cc2)c2ccccc2)cc1 (stereo unspecified)	-4	0	0.0	-4	0	101	-3	-13	-0.4	·
Cc1cc(C)c(C#N)c(SCCN2CCCCC2)n1	-4	-2	-0.1	5	0	95	2	2	-0.3	-17
CCCN1C(=O)/C(=C/c2ccc(N3CCCC3)c(C)c2)NC1=S	17*	-1	0.2	-14	-2	975	-5	147*	-0.2	-16
CCOC(=O)N1CCN(C(=O)CSc2nc(CC)nc3c2c(=O)n(C)c(=O)n3C)CC1	2	-3	0.1	10	12	89	1	2	-0.6	-4
CCSc1nnc(Cc2cc(=O)[nH]c(=O)[nH]2)n1-c1ccc(F)cc1	6	-4	-0.2	-4	12	90	-2	25	5.1	-8
COC(=O)[C@@H]1C(c2c(OC)cc(OC)cc2OC)=NO[C@H]1C(=O)OC	-1	-2	-0.3	3	5	96	1	-14	-1.0	-3
Cc1nc2sc(C(c3cccc(F)c3)N3CCCCC3)c(O)n2n1 (stereo unspecified)	-4	-3	-0.1	3	-5	79	1	-8	-0.9	-1
Cc1nc(-c2ccc([N+](=O)[O-])cc2)c(-c2ccccc2)o1	-1	-3	0.0	-8	3	105	-3	-11	-0.5	-19
O=C(Cc1cscn1)c1ccc(O)cc1O	-4	-1	-0.5	2	1	98	-1	6	-0.1	-1
COc1ccccc1-n1cnc(N)c1C(=O)c1ccccc1	1	3	-0.2	14	8	95	13	36	1.0	-5
Cc1cc2c(ncn2Cc2ccccc2)c([N+](=O)[O-])c1C	0	-2	0.2	-3	-1	96	-5	-5	-0.5	-6
O=C(COC(=O)c1ccccc1OCc1ccccc1Cl)NC1CC1	-7	-4	0.3	-1	7	106	0	-8	-2.6	-4
CCOC(=O)C(C)Sc1nnc(Cc2cc(=O)[nH]c(=O)[nH]2)n1-c1cccc(OC)c1 (stereo unspecified)	2	2	0.0	2	15	103	2	1	2.9	-9
CCN(C1CCCCC1)S(=O)(=O)c1c(C)n(C)c(=O)n(C)c1=O	2	-8	0.1	-2	7	98	1	-9	-0.4	-4
Cc1ccc(C(=O)NC(=S)NCC2CCCO2)cc1[N+](=O)[O-] (stereo unspecified)	2	-4	0.0	0	-1	92	-1	-3	2.1	-5
COc1ccc(-c2cc(C(=O)N3CCc4ccccc4C3)no2)cc1	-1	-2	-0.1	-3	-5	97	0	6	0.7	5
Cc1onc(-c2c(F)cccc2Cl)c1C(=O)Nc1cc2cc([N+](=O)[O-])ccc2oc1=O	-6	6	-0.1	-3	·	93	3	-5	-2.0	-5
COc1ccc2nc(C)cc(Nc3cccc(C(=O)O)c3)c2c1	-2	-8	-0.1	-2	6	101	1	-1	-0.6	-20
COc1ccccc1N1CCN(C(=O)C(=O)c2cccc([N+](=O)[O-])c2)CC1	-2	-7	-0.2	·	·	·	·	·	·	-5

(list continues)
SMILES	HTR2A ag	Exocytosis inh	aDG glyco up	Cardio protect	PDI turbidity	ABCB6 inh MLPCN	N-glyco inh	Vif imaging	hiPSC survival	CaV13 ICDI inh
CC(=O)N/C(=N\c1nc(C)cc(C)n1)Nc1ccc2ccccc2c1	2	-5	0.4	13	2	94	-13	10	0.0	-19
O=C(N1CCc2cc(S(=O)(=O)NC[C@H]3O[C@@H](n4ccc(=O)[nH]c4=O)[C@H](O)[C@@H]3O)ccc2C1)C(F)(F)F	-2	0	0.1	-13	-1	102	1	-3	-1.2	-3
COC(=O)CN(c1ccc(OCc2ccccc2)cc1)S(C)(=O)=O	1	-9	-0.2	0	-7	98	-1	0	0.9	-4
O=S1(=O)CC=C(CSC(=S)NC2CCS(=O)(=O)C2)C1 (stereo unspecified)	-1	-1	-0.4	-23	-3	94	2	-1	-1.1	-2
C/C(=N\NC(=O)c1nn(C)cc1Cl)c1ccncc1	11	-1	-0.2	-2	12	103	-1	-3	1.7	-4
COC(=O)CC1C(=O)NCCN1C(=O)CSc1nnc(Nc2ccc(OC)cc2)s1 (stereo unspecified)	0	-1	1.5	2	-7	95	2	·	-2.0	·
C[C@@H]1CN([C@@H](C)CO)C(=O)CCCn2nncc2CO[C@@H]1CN(C)C(=O)Nc1ccc(C(C)(C)C)cc1	2	17	14*	0	-1	97	-1	2	-1.2	-7

Screens as filed in PubChem.
